# SENP7 inh – SENP7 protease inhibition; Q9BQF6; recombinant SENP7, Z-RLRGG-aminoluciferin luminescence, 40 min; inhibition, % at 5 µM; hit rate 1.5% among 330,000;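 active means inhibition above about 50% at the single test dose, limit read from the data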;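 further: plate controls were DMSO with enzyme for no effect and no enzyme buffer wells for full effect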
# Target sequence (Q9BQF6 706-1050 limits assumed): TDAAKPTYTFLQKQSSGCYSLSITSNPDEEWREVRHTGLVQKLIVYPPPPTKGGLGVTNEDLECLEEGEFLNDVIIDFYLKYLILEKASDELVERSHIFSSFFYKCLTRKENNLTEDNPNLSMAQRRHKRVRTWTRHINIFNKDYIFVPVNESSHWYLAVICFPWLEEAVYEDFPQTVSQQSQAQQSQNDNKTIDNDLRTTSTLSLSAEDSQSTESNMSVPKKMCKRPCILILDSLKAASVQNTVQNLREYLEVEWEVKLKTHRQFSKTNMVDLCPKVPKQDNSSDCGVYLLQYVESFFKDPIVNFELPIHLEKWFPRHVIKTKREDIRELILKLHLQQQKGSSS
# Gli-Sufu block – Gli-Sufu pathway antagonism; Sufu-KO-LIGHT fibroblasts, Gli luciferase reporter luminescence; inhibition, % at 5 µM; hit rate 0.74% among 340,000;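 active means inhibition above about 55%, limit read from the data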;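 further: 0% = DMSO-treated cells and 100% = wells with medium but no cells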
# Jurkat NFkB inh – inhibitors of the PMA/ionomycin-induced NF-kB reporter in Jurkat cells; PMA/ionomycin-induced NF-kB luciferase reporter, luminescence; hit rate 0.53% among 330,000; inhibition, % at 4 µM
# UBC13 polyUb – blocks human UBC13 polyubiquitin chain formation | P61088 | TR-FRET | inhibition, % at 20 µM | hit rate 0.47% among 330,000; in the data active means inhibition above about 45%, passing the limit was not always enough; inconclusive means no clear call, values can overlap the other calls
# Target sequence (P61088 whole entry, looked up): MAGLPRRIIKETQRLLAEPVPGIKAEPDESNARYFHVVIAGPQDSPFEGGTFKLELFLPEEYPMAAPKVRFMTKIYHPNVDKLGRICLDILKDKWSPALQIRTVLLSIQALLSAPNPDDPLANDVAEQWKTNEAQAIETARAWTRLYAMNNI
# HKDC1 inhibitor – HKDC1 (human) hexokinase inhibition. Q2TB90. recombinant HKDC1, G6PDH/diaphorase resazurin coupled fluorescence. inhibition, % at 20 µM. hit rate 0.16% among 340,000. AID 493160;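 active means inhibition above about 35% when tested at 20 µM, limit read from the data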;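 further: plate controls were DMSO wells with enzyme for no effect and DMSO wells lacking enzyme for full effect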
#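 Incubation: 90 min at room temperature in dark / Material: recombinant HKDC1 (HK5) hexokinase enzyme, produced in-house / Quantity: enzyme 5 µg/mL final / Compound: one dose of 20 µM, 1% DMSO / Reagent: glucose and ATP substrates / Buffer or medium: Tris pH 8.0 buffer with MgCl2, Tween-20, BSA, BME / Technique: resorufin fluorescence at 613 nm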
# Apaf1 inhib – blocks human Apaf-1 apoptosome activity. O14727. reconstituted apoptosome caspase-3 activity, DEVD-Rh110 fluorescence. inhibition, % at 20 µM. hit rate 0.71% among 330,000. AID 489030; active means inhibition of at least 40% at 20 µM;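 further: plate controls were DMSO wells for no effect and DEVD-CHO caspase inhibitor wells for full effect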
#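 Material: reconstituted apoptosome with Apaf-1, cytochrome c, caspase-9, procaspase-3, dATP / Buffer or medium: pH 7.5 Hepes buffer with CHAPS, BSA, DTT / Also added: cytochrome c with DEVD-Rh110 / Schedule: compound with Apaf-1, dATP, procaspase-3 30 min, then 50 min reaction, room temperature / Technique: rhodamine 110 fluorescence at Ex 480/Em 540 nm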
# SENP8 block – blocks the human protease SENP8; purified SENP8, Z-RLRGG-aminoluciferin cleavage, luminescence; inhibition, % at 10 µM; hit rate 1.2% among 330,000
# Target sequence (Q96LD8 whole entry, looked up): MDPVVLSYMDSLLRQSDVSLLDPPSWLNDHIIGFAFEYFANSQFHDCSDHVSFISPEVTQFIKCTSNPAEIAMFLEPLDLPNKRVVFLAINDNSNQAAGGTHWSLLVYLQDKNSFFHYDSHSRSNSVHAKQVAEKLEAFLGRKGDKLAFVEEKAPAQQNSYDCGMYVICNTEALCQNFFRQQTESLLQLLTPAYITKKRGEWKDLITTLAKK
# 697 NFkB inh – inhibitors of the PMA/ionomycin-induced NF-kB reporter in 697 B cells; inhibition, % at 4 µM; hit rate 0.33% among 330,000; 697 B-cell NF-kB luciferase reporter, 16 h; in the data active means inhibition above about 35%
# An asterisk follows results filed as active; i = inactive; ? = inconclusive; . = not tested or not shown. Unless noted, no stated cut-off is given here; in the data, active means inhibition above about 50%; inactive means the rest.
molecule	SENP7 inh	Gli-Sufu block	Jurkat NFkB inh	UBC13 polyUb	HKDC1 inhibitor	Apaf1 inhib	SENP8 block	697 NFkB inh
CN(Cc1ccccc1)C(=O)c1cccc(C(=O)N(C)Cc2ccccc2)c1	0.8	21.5	2.1	7.3	-2.0	3.9	1.2	2.4
CCO[C@@H]1OC(C(=O)NC2CC2)=C[C@H](c2ccc3c(c2)OCO3)[C@H]1CCCO	-2.0	9.8	-3.3	5.0	-4.5	-5.2	0.0	-0.7
COC(=O)c1ccc(OC)c(Cn2c(=O)n(C)c(=O)c3sccc32)c1	-3.4	4.2	-22.9	12.4	-5.8	3.4	-4.0	-0.8
O=C(CSc1ccccc1)N1CCCC(N2CCN(c3ccccc3)CC2)C1 (stereo not given)	-16.9	20.1	-8.6	-0.5	-4.0	12.5	-12.2	-9.3
CC1c2[nH]c3ccccc3c2C[C@H]2C(=O)N(CCCO)CC(=O)N12 (stereo not given in full)	-0.8	2.6	-6.4	-7.5	2.4	7.0	-9.1	3.8
C=CCn1c(SCC(=O)Nc2cc(C)on2)nc2sc(CC)cc2c1=O	8.0	9.8	5.7	-11.2	4.0	-8.4	7.2	-40.0
C=C1CC[C@@H]2[C@](C)(CO)[C@H](O)CC[C@@]2(C)[C@@H]1/C=C/C1=CCOC1=O	-3.9	7.3	-16.5	1.6	6.7	5.1	1.5	0.6
Fc1ccccc1NC(=S)N(CCN1CCCCC1)Cc1ccco1	-3.5	-0.6	-13.9	-8.7	0.8	-6.9	-9.9	-11.5
CCCNC(=O)C(=O)N/N=C/c1ccc(OCc2ccccc2)cc1	4.6	-16.6	-4.2	-4.1	-9.5	-8.1	-3.2	-1.7
O=C(C1CCN(CCCc2ccccc2)CC1)N(CCc1ccccc1)Cc1ccccc1	5.4	56.0*	3.4	11.1	-5.1	8.4	3.0	-4.0
O=C(NCc1ccc2c(c1)OCO2)NC12CC3CC(CC(C3)C1)C2	-2.6	-0.6	-16.0	11.6	-3.1	15.5	1.6	2.7
CCC(=O)c1ccc(OCC(=O)OC(C)C(=O)N2CCc3ccccc32)cc1 (stereo not given)	0.8	-12.0	-1.1	-0.5	-8.2	10.4	2.3	20.2
Cc1cc(C(=O)Nc2ccccc2N2CCOCC2)ccc1[N+](=O)[O-]	2.7	5.5	4.8	10.0	-18.6	-0.4	0.2	16.9
Cc1c(Cl)cccc1N1C(=O)c2ccccc2C1=O	-11.8	-2.4	4.8	-1.3	-5.8	-1.6	-7.5	13.4
CCN(CC)S(=O)(=O)N1CCC(C(=O)NCc2ccc3c(c2)OCO3)CC1	2.3	4.2	8.0	-7.3	-8.9	-5.0	-6.5	-8.3
COc1ccc(Cl)cc1C(=O)NCC(c1ccco1)N(C)C (stereo not given)	-4.6	-4.9	4.9	1.6	1.7	8.8	6.6	10.5
COc1cccc(CNC(=O)CN(C)S(=O)(=O)c2ccc(Br)s2)c1	2.9	-0.6	18.3	9.5	0.0	3.0	1.9	-2.1
Cc1cc(C(=O)Cn2nnc3ccccc3c2=O)c(C)n1-c1ccccc1F	4.4	-2.5	-117.5	-1.3	7.8	2.9	3.7	i
Cc1cccc(S(=O)(=O)Nc2nc3ccccc3nc2Nc2ccc3c(c2)OCO3)c1	-2.6	11.4	-7.3	-17.8	-3.3	-0.8	-7.5	-4.0
O=C1CC(=O)Nc2cc(S(=O)(=O)NCc3cccs3)ccc2N1	-6.8	-12.4	10.3	-0.3	-3.4	-9.7	0.3	8.5
Fc1cccc(CCN2CCNC[C@H]2Cc2cccc3ccccc23)c1	3.8	9.4	3.6	38.9	9.0	43.0*	-7.7	20.8
c1ccc(C[C@H]2CN=C(Nc3ccccc3)N2CCC2CCCC2)cc1	7.0	23.6	-2.3	40.1	-5.8	23.4	-4.7	-27.5
CC[C@]12c3[nH]c4ccc(OC)cc4c3CCN1C(=O)C(CC(=O)NCc1ccc(OC)c(OC)c1)C[C@@H]2C(=O)N1CCN(C(=O)C2CC2)CC1 (stereo not given in full)	0.2	-3.3	.	.	-3.7	14.1	.	7.7
COc1ccccc1NC(=O)Cc1noc(CSc2n[nH]c(N)n2)n1	-7.6	-0.8	-10.6	-2.3	-4.7	3.4	-6.4	0.1
CCCCOc1ccc(C(=O)Nc2ccc(N3CCN(C(=O)C(C)C)CC3)cc2)cc1	10.4	13.5	3.5	1.1	-2.6	7.1	-0.9	-26.5

# Five entries out of the list above, arranged by the number in 697 NFkB inh, falling:
Molecule | SENP7 inh | Jurkat NFkB inh | UBC13 polyUb | HKDC1 inhibitor | SENP8 block | 697 NFkB inh
Fc1cccc(CCN2CCNC[C@H]2Cc2cccc3ccccc23)c1 | 3.8 | 3.6 | 38.9 | 9.0 | -7.7 | 20.8
CCC(=O)c1ccc(OCC(=O)OC(C)C(=O)N2CCc3ccccc32)cc1 (stereo not given) | 0.8 | -1.1 | -0.5 | -8.2 | 2.3 | 20.2
CCO[C@@H]1OC(C(=O)NC2CC2)=C[C@H](c2ccc3c(c2)OCO3)[C@H]1CCCO | -2.0 | -3.3 | 5.0 | -4.5 | 0.0 | -0.7
O=C(C1CCN(CCCc2ccccc2)CC1)N(CCc1ccccc1)Cc1ccccc1 | 5.4 | 3.4 | 11.1 | -5.1 | 3.0 | -4.0
O=C(CSc1ccccc1)N1CCCC(N2CCN(c3ccccc3)CC2)C1 (stereo not given) | -16.9 | -8.6 | -0.5 | -4.0 | -12.2 | -9.3

# Other compounds follow.
molecule	SENP7 inh	Gli-Sufu block	Jurkat NFkB inh	UBC13 polyUb	HKDC1 inhibitor	Apaf1 inhib	SENP8 block	697 NFkB inh
Nc1nnc(SCC(=O)N2CCc3ccccc3C2)s1	2.2	-11.3	9.2	3.8	-0.9	1.3	6.3	13.5
O=c1c([N+](=O)[O-])c(O)c2cccc3c2n1CCC3	-3.9	-11.9	4.1	-8.4	0.5	14.4	-15.0	-8.4
CC1CC(=NNC(=O)C2COc3ccccc3O2)CC(C)(C)C1 (stereo not given)	0.4	-8.6	-5.6	11.1	0.5	0.6	3.1	5.1
COc1ccc(Cn2c(-c3ccco3)nc3oc4ccccc4c(=O)c3c2=O)cc1	3.0	-39.7	-10.1	2.2	-2.3	3.3	6.6	-26.8
CCCCOC(=O)Nc1nnc(-c2ccccc2OC)s1	2.5	8.0	3.2	-1.3	-8.3	-7.4	-1.1	6.3
COCCCC1CCN(C(=O)C2CCC(=O)N(Cc3cccc(F)c3)C2)CC1 (stereo not given)	-20.8	6.4	2.4	-10.9	-0.3	-5.6	-0.4	-7.1
COc1cc(NC(=O)C2CCCC2)c(OC)cc1Cl	-0.6	-8.9	3.2	-8.9	-1.2	2.4	-10.8	9.6
N#Cc1ccc(NC(=O)Cn2cnc(S(=O)(=O)N3CCCC3)c2)cc1	-15.1	14.1	-0.4	-5.5	-8.2	3.7	-6.1	-10.4
COC(=O)c1cccc(NC(=O)CCCN2C(=O)NC3(CCCC3)C2=O)c1	-5.5	-6.9	1.8	0.4	-3.6	-2.0	1.3	-16.8
CN(C)c1ccc(C(=S)N2CCN(c3ccc([N+](=O)[O-])cc3)CC2)cc1	-0.6	-3.4	20.2	-9.4	-7.0	3.6	-7.3	-0.8
COc1ccc(N2CCN(CCN3C(=O)c4ccccc4C3=O)CC2)cc1	-5.1	-10.8	12.7	-3.9	-3.8	-6.8	-3.8	-5.4
C#CCOCCOCCOCCNc1nc(N2CCN(C(=O)CCCCCCCCCCNC(=O)[C@H]([C@@H](C)CC)n3cc(CCCCN=C(N)N)nn3)CC2)nc(N2CCN(C(=O)CCCCCCCCCCNC(=O)[C@H](CCCCN)n3cc(C)nn3)CC2)n1	-8.6	0.6	13.5	124.1*	9.7	73.2*	-34.1	-25.4
CC1(C)Cc2cccc(Oc3ccc(S(=O)(=O)N4CCCCC4)cn3)c2O1	0.1	6.3	4.1	-11.7	-3.8	8.6	-1.2	7.4
COCCOC(=O)C1=C(C)NC2(O)c3ccccc3C(=O)C12O (stereo not given)	11.0	4.9	14.7	-21.6	-14.2	26.1	-1.0	13.9
CCSc1nnc(NC(=O)CCc2ccccc2)s1	-0.8	-1.4	-11.2	2.3	-7.9	-5.5	2.3	4.6
COc1ccc(/C=N/N2CCN(c3ccccc3)CC2)cc1Br	58.2*	-4.2	-7.7	-10.8	-7.2	-13.9	15.3	-10.8
O=C(c1cccc(Cl)c1)N1CCC(N2CCC(C(=O)N3CCOCC3)CC2)CC1	3.6	-2.6	-3.9	0.2	-12.4	14.1	-4.2	9.5
O=C(Nc1ccccc1)NN1CC(=O)N(c2ccc(Cl)cc2)CC1=O	2.7	14.9	5.2	5.4	0.3	-13.4	1.0	16.7
O=C(CCC1CCCCC1)NCCS(=O)(=O)N1CCN(c2ccccc2F)CC1	-8.4	-4.9	0.1	-2.8	-4.2	24.4	-5.2	2.6
Cc1ccc(NC(=O)CCN2CC(C)OC(C)C2)cc1C (stereo not given)	19.0	3.4	-15.2	-4.8	-4.2	-4.9	-8.8	-3.5
CN(C(=O)COC(=O)/C=C/c1ccc(Cl)c(Cl)c1)c1c(N)n(Cc2ccccc2)c(=O)[nH]c1=O	9.5	-5.5	-3.9	-6.8	-8.2	14.1	-14.0	-9.8
N#CCSc1nc2c(cc1C#N)CCCCCC2	-11.4	0.6	-15.9	6.9	-1.1	4.5	-8.7	-9.7
Cc1cc(C)c(OCCCCN2CCC(C)CC2)c(Br)c1	-4.0	32.5	-15.8	-4.2	-16.0	15.3	-4.3	-46.7
COc1ccc(OC)c(/C=N/NC(=O)Cc2nc3ccccc3[nH]2)c1	-13.6	-1.8	-7.0	6.4	-8.8	16.6	-10.4	1.6
CCCNC(=O)c1ccc2c(=O)c(O)c(-c3ccc(OC)cc3)[nH]c2c1	-15.7	10.2	-0.1	4.6	-2.5	-8.6	-13.7	-24.3

# (further entries)
molecule	SENP7 inh	Gli-Sufu block	Jurkat NFkB inh	UBC13 polyUb	HKDC1 inhibitor	Apaf1 inhib	SENP8 block	697 NFkB inh
COc1cccc(NC(=S)NNC(=O)Cn2nc(C(F)F)cc2C(F)F)c1	0.5	-5.7	1.7	-0.4	9.4	1.6	-2.0	-8.0
c1ccc(-c2cn(C[C@H]3CC[C@@H]([C@@H]4CC[C@H](Cn5cc(-c6ccccn6)nn5)O4)O3)nn2)nc1	-0.4	-1.3	0.2	-2.5	1.4	-4.1	-12.6	8.4
Cc1cc(C)c2c(c1)/C(=C/C(=O)c1ccc(Br)s1)C(=O)N2	5.8	3.3	1.2	-1.3	16.5	11.3	-0.7	-8.5
COc1ccc(/C=C2/C(=O)N(c3ccccc3)N=C2C)c(OC)c1	-2.3	13.8	-10.3	-9.8	5.3	80.1*	-3.5	12.9
CCOc1ccc(C2C(C#N)=C(N)SC(N)=C2C#N)cc1OCC	-4.6	-1.1	8.0	?	-0.2	16.0	-7.6	1.9
COc1cccc(CN(Cc2ccccc2F)S(=O)(=O)c2ccc(S(=O)(=O)NCc3ccccc3)cc2)c1	4.9	1.2	8.7	-5.7	14.2	1.6	-6.6	-7.1
O=C(CSc1ncccn1)NCCC1=CCCCC1	8.5	-5.0	-13.4	-3.0	-7.1	3.1	-2.0	-13.5
NS(=O)(=O)c1ccc(CCNC(=O)C2CCN(S(=O)(=O)c3cccc4cccnc34)CC2)cc1	7.3	-11.8	13.2	-8.5	1.1	-5.0	-9.1	-17.5

# Exported field by field: part of the list above
mol: COc1cccc(CN(Cc2ccccc2F)S(=O)(=O)c2ccc(S(=O)(=O)NCc3ccccc3)cc2)c1
  SENP7 inh: 4.9
  Gli-Sufu block: 1.2
  Jurkat NFkB inh: 8.7
  UBC13 polyUb: -5.7
  HKDC1 inhibitor: 14.2
  Apaf1 inhib: 1.6
  SENP8 block: -6.6
  697 NFkB inh: -7.1

mol: COc1ccc(/C=C2/C(=O)N(c3ccccc3)N=C2C)c(OC)c1
  SENP7 inh: -2.3
  Gli-Sufu block: 13.8
  Jurkat NFkB inh: -10.3
  UBC13 polyUb: -9.8
  HKDC1 inhibitor: 5.3
  Apaf1 inhib: 80.1*
  SENP8 block: -3.5
  697 NFkB inh: 12.9

# High-throughput results from PubChem BioAssay.
